# High-throughput results deposited in PubChem by Sanford-Burnham Center for Chemical Genomics.
# mIAP act: increases mouse intestinal alkaline phosphatase activity; muIAP, CDP-Star luminescence, 30 min; stronger effect = higher value; 1 = vehicle-only enzyme signal, 0 = enzyme-free wells; activation factor at 10 µM; 330,000 tested, 0.24% active;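 active = activation factor of at least 2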; note: the source names both 10 and 20 µM as test concentration; values of inactives mirror those of a sister screen read the other way
#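 System: mouse IAP enzyme. Reagent: CDP-Star chemiluminescent phosphatase substrate. Benchmarks: DMSO wells, no-enzyme wells. Times: 30 min enzyme-substrate-compound incubation at room temperature. Detection: luminescence from enzymatic CDP-Star hydrolysis. Doses: test compounds delivered from DMSO solution.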
# A3G deaminase: inhibitors of human APOBEC3G DNA deaminase. Q9HC16. 330,000 tested, 0.28% active. AID 493012. inhibition, % at 20 µM. recombinant A3G, ssDNA deamination FAM/TAMRA fluorescence;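 active = inhibition of at least 40% at 20 µM, with no more than 30% in the related APOBEC3A deaminase screen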;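 note: plate controls were DMSO wells with A3G for no effect and wells lacking A3G enzyme for full effect; some compounds called inactive have numbers as strong as hits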
# hIAP inh: blocks human intestinal alkaline phosphatase; P09923; purified IAP, CDP-Star luminescence, 30 min; inhibition, % at 10 µM; 330,000 tested, 0.12% active; AID 2544;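 active = inhibition reaching a set limit with compound at 10 µM in the primary screen, cut at about 35% in these data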;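 note: plate controls were DMSO wells with enzyme for no effect and no-enzyme buffer wells for full effect; values of inactives mirror those of a sister screen read the other way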
# Target sequence (P09923 whole entry, looked up): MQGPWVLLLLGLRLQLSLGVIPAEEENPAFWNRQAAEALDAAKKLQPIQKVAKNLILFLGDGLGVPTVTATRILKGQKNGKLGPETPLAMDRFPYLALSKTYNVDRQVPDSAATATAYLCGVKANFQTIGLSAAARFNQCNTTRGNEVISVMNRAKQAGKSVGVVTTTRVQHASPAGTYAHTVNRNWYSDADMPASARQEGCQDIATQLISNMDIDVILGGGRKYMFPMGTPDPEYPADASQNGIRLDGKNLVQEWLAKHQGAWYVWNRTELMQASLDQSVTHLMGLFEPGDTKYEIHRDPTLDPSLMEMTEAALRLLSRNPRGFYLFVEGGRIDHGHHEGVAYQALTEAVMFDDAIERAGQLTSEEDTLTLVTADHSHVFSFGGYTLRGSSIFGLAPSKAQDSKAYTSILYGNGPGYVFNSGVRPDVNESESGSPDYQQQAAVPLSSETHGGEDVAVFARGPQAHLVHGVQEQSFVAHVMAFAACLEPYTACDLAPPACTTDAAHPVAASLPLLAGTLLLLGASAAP
# NLRP3 yeast inh: blocks the NALP3 inflammasome reconstituted in yeast | AID 2825 | Yeast reconstituted NLRP3/ASC/caspase-1, beta-gal luminescence, 24 h | 330,000 tested, 0.39% active | inhibition, % at 10 µM;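 active = inhibition of 50% or more; inactive = inhibition below 50%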;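 note: plate controls were induced DMSO wells for no effect and uninduced yeast grown without galactose for full effect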
# hIAP activ: human IAP activation; P09923; 330,000 tested, 0.16% active; AID 2524; purified human IAP, CDP-Star luminescence, 30 min; stronger effect = higher value; 1 = vehicle-only enzyme, 0 = enzyme-free background; activation factor at 10 µM;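 active = activation factor of the enzyme at least 2-fold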; note: the source names both 10 and 20 µM as test concentration; values of inactives mirror those of a sister screen read the other way
# mIAP inh: mouse IAP inhibition. 330,000 tested, 0.2% active. purified mouse IAP, CDP-Star luminescence, 30 min. inhibition, % at 10 µM;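 active = inhibition of at least 40% at 10 µM in the primary screen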;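 note: plate controls were DMSO with enzyme for no effect and no enzyme wells for full effect; values of inactives mirror those of a sister screen read the other way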
# SENP1 inh: inhibitors of human SENP1 SUMO protease catalytic domain; Q9P0U3; AID 624204; inhibition, % at 10 µM; 360,000 tested, 0.21% active; recombinant SENP1 catalytic domain, CyPet-SUMO1-YPet FRET cleavage;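 active = inhibition at least 30% at 10 µM, raw YFP signal under a set limit, fluorescence ratio 0.5 to 1.5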;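 note: 0% = enzyme with DMSO and 100% = no enzyme wells; some results filed as inactive read as strong as hits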
# Target sequence (Q9P0U3 419-644 limits assumed): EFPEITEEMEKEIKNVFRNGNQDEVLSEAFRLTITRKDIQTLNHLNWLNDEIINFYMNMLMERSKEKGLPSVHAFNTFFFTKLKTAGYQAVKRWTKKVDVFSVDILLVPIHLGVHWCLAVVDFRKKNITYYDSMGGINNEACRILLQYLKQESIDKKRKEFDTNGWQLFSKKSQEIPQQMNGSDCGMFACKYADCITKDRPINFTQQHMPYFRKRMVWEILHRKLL
#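 material = recombinant human SENP1 catalytic domain, His6-tagged | quantity = 20 pM enzyme | reagent = 25 nM SUMO1 FRET substrate | compound dosing = 10 µM single point, 0.5% DMSO | timing = 50 min enzyme reaction, room temperature, light-protected | detection = FRET, CFP and YFP emission | control set = no-enzyme low, enzyme-DMSO high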
# A3A deaminase: blocks human APOBEC3A ssDNA deamination. P31941. recombinant A3A, FAM/TAMRA ssDNA deamination fluorescence. inhibition, % at 20 µM. 330,000 tested, 0.41% active;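 active = at least 40% inhibition at 20 µM here, with at most 30% in a related deaminase screen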;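 note: plate controls were A3A with DMSO for no effect and wells lacking A3A enzyme for full effect; some results filed as inactive read as strong as hits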
# beta cell repl: MIN6 beta-cell proliferation induction | MIN6 cells proliferation, ATPlite luminescence, 48 h; cells starved in 0.2% serum; 100% = growth in 10% serum | proliferation, % at 10 µM | 330,000 tested, 0.29% active;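 active = compounds whose signal lies at least 3.5 SD above the mean of all wells on their plate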;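 note: 0% = DMSO-treated cells in low-serum medium and 100% = 10% serum control; some compounds called inactive have numbers as strong as hits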
# Active calls of the source: *; nt = not tested or not shown. This is a subset; the hit share may differ from the screen's.
SMILES,mIAP act,A3G deaminase,hIAP inh,NLRP3 yeast inh,hIAP activ,mIAP inh,SENP1 inh,A3A deaminase,beta cell repl
COc1ccc(-c2cc(CNS(=O)(=O)c3ccccc3)on2)cc1,0.94,-5,10,7,0.9,6,2,-3,3
COc1ccccc1C(=O)NCCC(=O)Nc1ncccc1C,1,-6,18,12,0.82,-1,-1,-1,-2
O=C1NC(=O)c2cc(NC(=O)c3cccc4ccccc34)ccc21,0.9,0,-6,8,1.1,10,-1,1,0
CCCCn1c(=O)[nH]c(=O)c2c1nc(-c1ccsc1)n2Cc1ccccc1,0.92,-5,6,8,0.94,8,0,-4,1
O=[N+]([O-])c1cccc(C2=NC(c3ccccc3)CO2)c1 (configuration not stated),0.93,2,6,-1,0.94,7,0,2,-2
COc1ccccc1N1C(=O)C2C(c3ccc(F)cc3)NN(C(=O)c3ccc(C)cc3)C2C1=O (configuration not stated),1,5,-3,3,1,-2,3,7,0
Cc1ccc(CN2CCN(C(=O)CCc3ccccc3)CC2)cc1,1,-8,19,22,0.81,-2,-2,1,-1
CC1CC(C)CN(C(=O)COC(=O)Cc2ccc(Br)cc2)C1 (configuration not stated),0.96,-7,0,0,1,4,-2,-3,0
COc1ccc(CNc2nc(NCc3ccc(OC)cc3)c3[nH]cnc3n2)cc1,0.95,4,-53,9,1.5,4,1,0,-4
COc1ccccc1CC(=O)N1CCC(CCC(=O)NC2CC2)CC1,0.99,1,-21,7,1.2,1,0,3,4
O=C(NCc1ccccn1)c1cc(S(=O)(=O)N2CCCCCC2)ccc1Cl,0.99,-2,-29,11,1.3,1,-1,-1,-3
COc1cc2ccccc2cc1C(=O)Nc1ccncc1,0.95,-8,-7,7,1.1,5,1,-6,0
CCOc1ccc(-c2nc(C#N)c(N3CCCCCC3)o2)cc1,0.98,-1,6,14,0.94,2,3,0,-3
O=C(CNC(=O)C1CCCCC1)OCC(=O)c1ccc(Br)cc1,1,-1,1,8,0.99,-4,1,-2,1
CC[C@]12c3[nH]c4ccc(OC)cc4c3CCN1C(=O)C(CC(=O)NCc1ccco1)C[C@@H]2C(=O)N1CCN(C(=O)c2ccco2)CC1 (some centres not stated),1,-3,nt,nt,nt,0,2,-3,nt
O=C(COC(=O)Cn1nnc(-c2ccccc2)n1)Nc1cc(F)ccc1F,1,-3,8,16,0.92,-2,1,-1,-2
CCOC(=O)N1CCN(CC(O)COc2ccc(C)c(C)c2)CC1 (configuration not stated),1,-5,-3,-11,1,-1,3,-1,4
Cn1ccnc1SCC(=O)Nc1nc2ccccc2s1,0.97,-5,-14,10,1.1,3,-3,3,-1
CCCNC(=O)c1ccc2c(c1)C1C3CCC(C3)C1C(c1ccccc1)N2 (configuration not stated),1.5,0,1,1,0.99,-47,0,0,-5
COc1ccccc1CN(C)C(=O)c1ccccc1SCC(=O)N1CCCC1,1,-5,10,23,0.91,-1,3,-4,3
c1ccc2c(-c3cncc4ccccc34)cncc2c1,1.1,-8,6,-21,0.94,-6,0,-2,-3
COc1cccc(OC)c1C(=O)Nc1ccccc1N1CCCC1,0.81,1,4,4,0.96,19,-2,0,0
O=C1c2ccccc2S(=O)(=O)N1CC(O)Cn1ccc2ccccc21 (configuration not stated),1.1,-9,15,21,0.85,-7,12,-2,-2
O=C(CSC1=NS(=O)(=O)c2ccccc2N1)c1ccccc1,0.94,-6,9,15,0.91,6,2,-3,0
O=C(N=C1SC2CS(=O)(=O)CC2N1c1ccc(Cl)cc1Cl)C1CCCO1 (configuration not stated),1,-5,-28,7,1.3,0,2,-5,-2

# A draw from above in order of length of the SMILES, falling.
SMILES,mIAP act,A3G deaminase,hIAP inh,NLRP3 yeast inh,hIAP activ,mIAP inh,SENP1 inh,A3A deaminase,beta cell repl
O=C(N=C1SC2CS(=O)(=O)CC2N1c1ccc(Cl)cc1Cl)C1CCCO1 (configuration not stated),1,-5,-28,7,1.3,0,2,-5,-2
COc1ccc(-c2cc(CNS(=O)(=O)c3ccccc3)on2)cc1,0.94,-5,10,7,0.9,6,2,-3,3
O=C(CSC1=NS(=O)(=O)c2ccccc2N1)c1ccccc1,0.94,-6,9,15,0.91,6,2,-3,0

# (cont.)
SMILES,mIAP act,A3G deaminase,hIAP inh,NLRP3 yeast inh,hIAP activ,mIAP inh,SENP1 inh,A3A deaminase,beta cell repl
Cc1cc(C)c(C#N)c(N2CCN(c3ccccc3)CC2)n1,0.98,-7,4,18,0.96,2,-2,-1,0
CCN1CCCC1CNCc1cc(OC)c(OC)c(OC)c1 (configuration not stated),1.1,-4,3,-3,0.97,-6,2,5,-1
N#Cc1nc(-c2ccc(OCc3ccc(Cl)cc3)cc2)oc1N1CCC(C(N)=O)CC1,1,-1,-1,3,1,-4,0,-3,2
O=C(C1=C[C@H](c2ccc(C(F)(F)F)cc2)C[C@H](OCc2ccc(CO)cc2)O1)N1CCN(Cc2ccccc2)CC1,1.1,35,-33,21,1.3,-5,-7,-2,-8
Cc1ccc(NC(=O)CSc2nc3[nH]ncc3c(=O)[nH]2)cc1Cl,0.87,-1,-25,10,1.2,13,2,1,-2
O=C(C[n+]1cc(-c2ccc(Cl)c(Cl)c2)n2c1CCC2)OCc1ccccc1,1.2,-11,-13,-3,1.1,-21,2,-3,-2
CC(=O)NCCC(=O)Nc1cc(S(=O)(=O)N2CCCCC2)ccc1N1CCCCC1,1,6,-19,6,1.2,-4,3,5,1
CCN1CCN(CCCCSc2ccccc2)CC1,0.92,-10,1,13,0.99,8,nt,-4,1
CCOC(=O)N1CCN(S(=O)(=O)c2ccc(Br)cc2)CC1,0.94,-1,8,40,0.92,6,4,2,-1
O=C(CSc1ncnc2ccccc12)N1CCNC1=O,0.91,-4,5,13,0.95,9,-1,0,0
O=C1Nc2ccc(Br)cc2/C1=C/c1ccc(C(=O)O)cc1,0.97,-2,3,-8,0.97,2,nt,-2,4
CCN1C(=O)c2c(C)nc3ccccc3c2C1=O,1,-1,14,-7,0.86,-1,3,3,-1
COc1ccccc1NC(=O)OC(C)c1ccc(Cl)cc1 (configuration not stated),1.1,6,-3,20,1,-9,0,3,-2
COC(=O)C1C(=O)OC(C)(C)C1C(C)C(=O)c1ccc(C)cc1C (configuration not stated),1,-3,-4,17,1,-1,1,0,5
CCOc1ccc(NC(=O)CN(C)S(=O)(=O)c2cccc3cccnc23)cc1,1,-1,-16,12,1.2,-3,0,1,0
CSCCC(NS(=O)(=O)c1ccc(C)cc1)C(=O)NC1CCCCCC1 (configuration not stated),1,2,6,13,0.94,-2,1,2,1
CC1CCc2sc(C(=O)NCCCn3ccnc3)cc2C1 (configuration not stated),1,-7,-44,4,1.4,-3,1,-2,0
CCOC(=O)C(C)On1c(SC(C)C(=O)OCC)nc2ccccc2c1=O (configuration not stated),0.81,-5,4,9,0.96,19,3,-2,1
CCn1c(Cc2ccccc2)nnc1SCC(=O)N1CCCC1=O,1,-6,8,1,0.92,-2,-1,3,-1
COc1ccccc1NC(=O)COc1ccc(/C=N/NC(=O)CSCc2cc(C)cc(C)c2)cc1,1,-8,-2,1,1,-2,0,-1,-1
Cn1nc(C(=O)N2CCN(c3ccc(F)cc3)CC2)c2c1-c1ccccc1S(=O)(=O)C2,0.9,-8,-7,-3,1.1,10,0,-2,5

# 12 entries out of the list, sorted by formula weight, ascending.
SMILES,mIAP act,A3G deaminase,hIAP inh,NLRP3 yeast inh,hIAP activ,mIAP inh,SENP1 inh,A3A deaminase,beta cell repl
CCN1C(=O)c2c(C)nc3ccccc3c2C1=O,1,-1,14,-7,0.86,-1,3,3,-1
CCN1CCN(CCCCSc2ccccc2)CC1,0.92,-10,1,13,0.99,8,nt,-4,1
Cc1cc(C)c(C#N)c(N2CCN(c3ccccc3)CC2)n1,0.98,-7,4,18,0.96,2,-2,-1,0
CC1CCc2sc(C(=O)NCCCn3ccnc3)cc2C1 (configuration not stated),1,-7,-44,4,1.4,-3,1,-2,0
COc1ccccc1NC(=O)OC(C)c1ccc(Cl)cc1 (configuration not stated),1.1,6,-3,20,1,-9,0,3,-2
CCN1CCCC1CNCc1cc(OC)c(OC)c(OC)c1 (configuration not stated),1.1,-4,3,-3,0.97,-6,2,5,-1
COC(=O)C1C(=O)OC(C)(C)C1C(C)C(=O)c1ccc(C)cc1C (configuration not stated),1,-3,-4,17,1,-1,1,0,5
CCn1c(Cc2ccccc2)nnc1SCC(=O)N1CCCC1=O,1,-6,8,1,0.92,-2,-1,3,-1
CCOC(=O)N1CCN(S(=O)(=O)c2ccc(Br)cc2)CC1,0.94,-1,8,40,0.92,6,4,2,-1
CCOc1ccc(NC(=O)CN(C)S(=O)(=O)c2cccc3cccnc23)cc1,1,-1,-16,12,1.2,-3,0,1,0
O=C(C[n+]1cc(-c2ccc(Cl)c(Cl)c2)n2c1CCC2)OCc1ccccc1,1.2,-11,-13,-3,1.1,-21,2,-3,-2
CC(=O)NCCC(=O)Nc1cc(S(=O)(=O)N2CCCCC2)ccc1N1CCCCC1,1,6,-19,6,1.2,-4,3,5,1
